FBW7 activator = activators of human E3 ligase FBW7. AlphaScreen FBW7–phospho-cyclin E peptide binding, activator screen. normalized activity (activation), % at 26.1 µM. hit rate 0.13% among 650,000. AID 1259310; in the data active means normalized activity above about 1.9%;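 further: purified mutant Fbw7 with reduced substrate affinity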
Target sequence (Q969H0 whole entry, looked up): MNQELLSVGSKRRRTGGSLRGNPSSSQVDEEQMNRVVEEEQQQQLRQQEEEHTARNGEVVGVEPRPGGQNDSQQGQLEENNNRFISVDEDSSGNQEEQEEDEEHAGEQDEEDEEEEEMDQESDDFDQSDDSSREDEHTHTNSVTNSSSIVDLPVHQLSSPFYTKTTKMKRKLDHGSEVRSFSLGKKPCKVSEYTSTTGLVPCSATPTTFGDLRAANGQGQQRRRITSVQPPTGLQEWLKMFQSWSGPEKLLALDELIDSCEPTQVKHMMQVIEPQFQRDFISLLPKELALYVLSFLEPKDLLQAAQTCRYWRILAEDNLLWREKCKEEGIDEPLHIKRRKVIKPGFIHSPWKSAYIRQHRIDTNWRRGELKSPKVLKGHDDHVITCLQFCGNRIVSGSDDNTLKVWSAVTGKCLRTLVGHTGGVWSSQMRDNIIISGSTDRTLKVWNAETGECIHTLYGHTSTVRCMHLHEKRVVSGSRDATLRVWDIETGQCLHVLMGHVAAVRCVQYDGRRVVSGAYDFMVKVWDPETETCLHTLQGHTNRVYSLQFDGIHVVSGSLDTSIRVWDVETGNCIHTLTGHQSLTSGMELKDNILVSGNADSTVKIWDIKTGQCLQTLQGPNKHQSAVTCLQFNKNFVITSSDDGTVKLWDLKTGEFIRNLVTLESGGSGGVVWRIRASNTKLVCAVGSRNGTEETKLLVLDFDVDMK
TEAD-YAP block = TEAD-YAP interaction inhibition; AID 1259422; HEK-TIYL cells, TEAD-Gal4/YAP UAS-luciferase luminescence; inhibition, % at 9.12 µM; hit rate 1.4% among 640,000; in the data active means inhibition above about 32%;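 further: 0% = median of test compound wells and 100% = reference inhibitor wells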
MITF primary = human MITF inhibition, primary screen | O75030 | AlphaScreen MITF homodimerization, bead proximity signal | inhibition, % at 2.6 µM | hit rate 0.91% among 650,000 | AID 1259374; in the data active means inhibition above about 50%;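 further: 0% = vehicle wells with protein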
GPR151 ag = human GPR151 activation | AID 1508602 | Q8TDV0 | PathHunter beta-arrestin GPR151 cells, luminescence | hit rate 1% among 650,000 | activation, % at 11.2 µM; in the data active means activation above about 4.9%;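 further: 0% = median of compound wells and 100% = cells with positive control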
Active calls of the source: *; & = joins results of further samples. Hits appear at their usual frequency; overall some 3.5% were active at least once.

SMILES | FBW7 activator | TEAD-YAP block | MITF primary | GPR151 ag
Cc1ccccc1N1CC(C(=O)Nc2ccc(F)cc2)CC1=O (stereo not given) | 0.1 | -6 | -9 | 0.8
OCCC1CN(Cc2ccccc2O)CCN1Cc1ccc(F)c(F)c1 (stereo not given) | -0.1 | -11 | 0 | 4.0
COCCNC(=O)N1CCN(CC(=O)c2ccco2)CC1 | -0.3 | 3 | 33 | -2.1
COc1cc(/C=C2/C(=N)N3N=C(C(C)C)SC3=NC2=O)cc(Cl)c1OCCOc1ccc(C)cc1 | 0.0 | -29 | 8 | -0.3
CCc1ccccc1NC(=O)c1cnn2cc(Br)cnc12 | 0.1 | -25 | 20 | -0.9
COc1ccc(/C=N/OCC(=O)N(Cc2ccc(OC)cc2)c2ccccc2C(=O)O)cc1 | 0.2 | -5 | 7 | 0.5
Cc1nccn1CCC1CCCCN1C(=O)CCc1nnc(-c2ccsc2)o1 (stereo not given) | 0.0 | -12 | 9 | -1.2
COc1ccc(C(=O)NC(N2CC(C)OC(C)C2)C(Cl)(Cl)Cl)cc1 (stereo not given) | 0.1 | -3 | 9 | 1.6
CCOc1ccccc1C(=O)N/N=C/c1cccc(OC)c1O | 0.3 | -2 | 13 | -1.6
Cc1ccccc1Nc1nc(N)nc(CSc2nnc(C)n2C)n1 | -0.1 | 2 | 2 | -1.7
Cc1ccc(S(=O)(=O)N2CCC(c3nc(-c4ccccc4C)no3)CC2)cc1 | 0.2 | 14 | 13 | 6.2*
COC(=O)c1ccc(/C=C(/C#N)C(=O)Nc2ccc(O)cc2)cc1 | 0.0 | -2 | -7 | -1.7
COCc1cc(C)n(CC(=O)Nc2cc(Cl)ccc2C)c(=O)c1C#N | -0.1 | -6 | -8 | 0.0
COc1ccc(C(=O)Cn2c(N3CCOCC3)nc3ccccc32)cc1OC | 0.2 | 8 | -7 | 2.1
COc1cc(C(C)=O)ccc1OCC(O)CN1CCN(c2cc(C)cc(C)c2)CC1 (stereo not given) | -0.2 | -17 | -4 | -0.6
Fc1cccc(C2C=C(c3cccc(Br)c3)Nc3nc4ccccc4n32)c1 (stereo not given) | 0.2 | -41 | 9 | 2.3
Cc1c(Cl)cccc1NC(=O)C(C)NS(=O)(=O)c1ccc(F)cc1 (stereo not given) | 0.3 | -10 | -8 | 1.6
O=C(N/N=C/c1ccc(Cl)cc1)c1cnccn1 | 0.8 | -41 | 5 | 1.7
COC(=O)c1ccc(CN2CCC(NCc3cccc(N(C)C)c3)CC2)cc1 | -0.2 | 14 | 31 | 1.1
COc1ccc(CC2(CCC(=O)N(C)CCn3nc(C)cc3C)CCC(=O)N2)c(F)c1 (stereo not given) | -0.3 | -4 | 1 | 2.6
CCOc1ccc(-n2nnc3c(=O)n(Cc4ccc(F)cc4)cnc32)cc1 | 0.0 | 5 | -3 | -0.7
Nc1nonc1C(=O)NCCNC(=O)c1cccs1 | -0.2 | 0 | 9 | 0.1
O=C(c1ccc(F)cc1)c1[nH]c2ccccc2c1C(=O)O | 0.1 | -8 | 1 | -0.7
CCCOc1cccc(C2c3c(oc4ccc(Cl)cc4c3=O)C(=O)N2CCCN2CCOCC2)c1 (stereo not given) | -0.2 | -2 | -6 | -0.1
COC(=O)CCNC(=O)CCc1nnc(CCCCc2ccccc2)o1 | -0.1 | 3 | -1 | -1.0
Going on with the list:
SMILES | FBW7 activator | TEAD-YAP block | MITF primary | GPR151 ag
COc1cc2c(c(OC)c1OC)-c1ccc(OC)c(=O)cc1[C@@H](NC(C)=O)CC2 | 0.2&-0.1&0.0&0.0&-0.1&0.0 | 58* | 16&15&12&-5&-4&-4 | -1.5&-1.3&1.7&-0.7&-0.2&2.2
Cc1cc2ncn(CCC(=O)NCc3ccccc3)c2cc1C | 0.0 | -1 | -5 | 0.9
COC(=O)C1=C(O)/C(=C\c2cc3c(cc2Br)OCO3)N=C1C | 0.1 | 6 | 16 | 0.2
OCCN(Cc1ccccc1)CC(O)COc1ccc(Cl)cc1Cl (stereo not given) | 0.6 | 1 | -4 | 3.5
CC(C)CN1CCN(Cc2cnn(-c3ccc(F)cc3)c2)CC1CCO (stereo not given) | -0.1 | 9 | -6 | -1.2
COC1CCN(Cc2c(C(=O)N3C[C@@H](C)O[C@@H](C)C3)nc3ccc(Cl)cn23)CC1 | -0.1 | -5 | -5 | 1.4
O=C(Nc1ccc(N2CCCCS2(=O)=O)cc1)c1ccccc1Cl | -0.1 | -52 | 12 | 0.3
CC1=C(C(=O)OCc2ccccc2)C(c2ccc(C)cc2)NC(=O)N1 (stereo not given) | 0.0 | -2 | 10 | -0.6
COc1c(Cl)cc(C(=O)Nc2cc(C)on2)cc1Cl | 0.1 | 8 | 15 | -1.4
Cc1ccccc1NC(=O)c1c(Cl)nc(Cl)c(Cl)c1Cl | 0.6 | 64* | 14 | -1.0
CC(C)/C(N)=N/OC(=O)c1ccc(Cl)cc1Cl | 0.1 | -2 | 21 | -1.5
O=C(NCCc1ccccc1)C(c1ccco1)N(C(=O)c1csnn1)c1ccccc1 (stereo not given) | 0.0 | 11 | -8 | -0.9
CCOc1ccc(C2CC(c3ccc(OC)cc3)n3nc(N)nc3N2)cc1 (stereo not given) | -0.1 | 18 | 12 | -1.2
COC(=O)c1ccc(/C=N/NC(=O)c2cc3ccccc3cc2O)cc1 | 0.6 | 21 | 15 | -1.6
COc1cccc(-c2cc3nc4c(c(NCc5cccnc5)n3n2)CCC4)c1 | -0.1 | 42* | -1 | -0.6
Cc1sc2nc(Cn3cnc4ccccc4c3=O)[nH]c(=O)c2c1C | -0.1 | 8 | 2 | -2.7
O=C(NCCc1ccccc1)c1ccc(OC2CCN(C(=O)C3CCOC3)CC2)cc1 (stereo not given) | 0.0 | 2 | -1 | 1.7
CCOC(=O)c1cccc(-n2cc(Nc3nnnn3-c3ccccc3)cn2)c1 | 0.3 | 11 | 1 | -1.4
O=C(CSc1ccc(Cl)cc1)Nc1nc(-c2cccnc2)cs1 | -0.2 | -4 | -6 | 0.6
CCc1nnc(NC(=O)COc2c(C)ccc(C)c2C)s1 | 0.3 | 0 | 4 | -1.8
COc1cccc(CNC(=O)c2ccc(Cn3c(=S)[nH]c4cc5c(cc4c3=O)OCO5)cc2)c1 | -0.2 | 1 | -3 | -0.8
O=C(NC1CCCCNC1=O)c1oc(=O)c2ccccc2c1-c1ccccc1 (stereo not given) | -0.1 | -10 | 11 | 0.1
CC(C)(C)C1CCc2c(sc(NC(=O)Cn3cnc([N+](=O)[O-])n3)c2C#N)C1 (stereo not given) | -0.2 | -2 | 7 | 3.0
COc1ccc(NC(=O)CSc2nncs2)cc1S(N)(=O)=O | -0.2 | 15 | 1 | 1.5
CC1=CC2=NC(=O)/C(=C\c3ccc(OCCOc4ccccc4Cl)cc3)C(=N)N2O1 | 1.5 | 4 | 13 | -1.8

4 of these compounds in a different format:
Order of values: FBW7 activator	TEAD-YAP block	MITF primary	GPR151 ag
COc1ccc(/C=N/OCC(=O)N(Cc2ccc(OC)cc2)c2ccccc2C(=O)O)cc1
  0.2	-5	7	0.5
O=C(N/N=C/c1ccc(Cl)cc1)c1cnccn1
  0.8	-41	5	1.7
O=C(NCCc1ccccc1)C(c1ccco1)N(C(=O)c1csnn1)c1ccccc1 (stereo not given)
  0.0	11	-8	-0.9
Nc1nonc1C(=O)NCCNC(=O)c1cccs1
  -0.2	0	9	0.1

Following part
SMILES | FBW7 activator | TEAD-YAP block | MITF primary | GPR151 ag
CCOC(=O)c1c(NCc2cc(OC)ccc2OC(=O)c2ccccc2)sc2c1CCC2 | 0.0 | 0 | 0 | -0.7
CC(C)CNc1nc(-c2cncnc2)cnc1N | -0.1 | -30 | -2 | -1.0
CC(=O)Nc1cc(-c2ccccc2)nn1Cc1cccc(Cl)c1 | -0.1 | -4 | 3 | -0.3
Cc1cc(C)cc(N2C(=O)NC(=O)/C(=C\c3ccc(N4CCOCC4)o3)C2=O)c1 | 0.0 | 6 | 9 | -0.2
O=S(=O)(O)c1ccc(N=NN2CCCCC2)cc1 | 0.0 | -4 | -14 | -1.6
Cc1ccc(S(=O)(=O)C2(C(=O)NC(C)c3ccccc3)CC2)cc1 (stereo not given) | -0.1 | 0 | -16 | -1.6
COc1ccc(S(=O)(=O)N2CCN(Cc3cccc(F)c3)CC2)cc1 | -0.2 | 1 | 3 | 0.2
Nc1nc(NCc2cccc(C(F)(F)F)c2)cc(Nc2ccccn2)n1 | 0.0 | 9 | -1 | 4.1
CCc1c(C)sc(NC(=O)/C=C/c2ccc(Br)cc2)c1C(N)=O | 0.4 | 3 | 11 | -0.5
CCOc1ccc(/C=N/NC(=O)c2cc(-c3ccc(OC)cc3)n[nH]2)cc1 | 0.1 | 16 | 10 | 0.6
Nc1cc(C(=O)OCC(=O)N2CCCC2)ccc1Cl | 0.0 | -16 | 18 | 0.4
CCOC(=O)C1CCCN(C(=O)Nc2c[nH]c3ccc(OC)nc3c2=O)C1 (stereo not given) | 0.1 | 3 | 1 | 0.5
CCN(CC)C(=O)c1cc(-c2ccccc2)on1 | 0.0 | -44 | 14 | -0.1
Cc1cccc(C(=O)Nc2cccc(NC(=O)c3ccc(F)cc3)c2)c1 | 0.0 | -9 | 7 | 1.7
Cc1cc(C)n(C(=O)Cc2ccc(F)cc2)n1 | 0.7 | -1 | 10 | 4.0
O=C(CCCOc1ccc(Cl)cc1Cl)NCc1ccccn1 | -0.1 | -5 | 4 | 1.7
COc1ccccc1/C=C1\C(=O)NN(c2cccc(Cl)c2)C1=O | -0.2 | -5 | 10 | 0.5
Clc1c(CSc2nc3ccccc3s2)nc2ncccn12 | -0.1 | -58 | 6 | 1.3
O=C(Cn1ncc2c1-c1ccccc1OC2)N1CCN(c2cccc(Cl)c2)CC1 | -0.1 | 7 | 2 | 1.2
C=COc1ccc(N2C(=O)c3ccccc3OC2C)cc1 (stereo not given) | 0.0 | 16 | 2 | -0.7
O=C(NCCS(=O)(=O)N1CCN(c2ccccn2)CC1)C1CC1 | 0.6 | 4 | 11 | -0.7
O=C(NCc1ccncc1)C1CC12CCN(Cc1ccc(F)cc1)CC2 (stereo not given) | -0.1 | -4 | -19 | 0.6
CC(=O)N(Cc1ccc(F)cc1)Cc1cc2cccc(C)c2[nH]c1=O | -0.1 | 7 | 11 | 2.1
COCCn1c(SCC(=O)Nc2c(C)cccc2C)nnc1C(C)C | 0.1 | 10 | 21 | -1.2
COC(=O)NNC(=O)c1cc(OC)c(OC)c(OC)c1 | 0.6 | 4 | 10 | -1.2
The list goes on.
SMILES | FBW7 activator | TEAD-YAP block | MITF primary | GPR151 ag
COc1ccc(C(=O)Nc2ccc(C(C)=O)cc2)cc1Cl | -0.1 | -49 | -5 | -0.6
COc1cc(Br)cc(/C=N/NC(=O)c2cc(-c3ccccc3)n[nH]2)c1O | -0.2 | 16 | -36 | 3.1
COC(=O)COc1ccc(S(=O)(=O)Nc2ccccc2C(F)(F)F)cc1C | 0.0 | 2 | 1 | 0.9
Cc1cccc(N2CCN(C(=S)c3ccc(N(C)C)cc3)CC2)c1 | -0.1 | 7 | -4 | 0.3
Nn1c(SCC(=O)Nc2nccs2)nnc1-c1cccnc1 | -0.2 | 3 | 1 | 0.3
CC(C)N(CCNc1nc(N2CCN(c3ccccn3)CC2)nc2c1ncn2C(C)C)C(C)C | 0.0 | 3 | 9 | -1.9
Fc1ccc(C2=NN(c3cccc(C(F)(F)F)c3)C(c3ccc(F)cc3)C2)cc1 (stereo not given) | 0.2 | -5 | -9 | -1.4
COc1cccc(-c2n[nH]c(=S)n2-c2ccccc2)c1 | -0.1 | 2 | 6 | -0.1
Cc1cccc(CSc2nnc3[nH]c(=O)ccn23)c1 | 0.1 | -5 | -12 | -2.3
O=C1C=CC(Nc2ccc([N+](=O)[O-])cc2)C1Nc1ccc([N+](=O)[O-])cc1 (stereo not given) | -0.2 | -3 | 1 | -0.5
CC(=O)N1CCN(c2c3c(nc4cc(-c5ccc(F)cc5)nn24)CCC3)CC1 | -0.1 | 4 | 13 | -0.6
O=C(O)c1ccccc1NC(=O)C1CCN(S(=O)(=O)c2cccc3nsnc23)CC1 | 0.2 | 5 | -3 | -0.4
O=C(c1ccccc1[N+](=O)[O-])N1CCc2[nH]c3ccccc3c2C1 | 0.0 | 1 | 1 | 1.4
O=C(NCCOc1cccc2ccccc12)c1cc(C(F)(F)F)cc(C(F)(F)F)c1 | 0.0 | 9 | -2 | -0.3
O=C(Nc1ccc(O)c(-c2nc3ccccc3s2)c1)c1ccc(Cl)cc1 | 0.2 | 3 | 8 | 0.1
Cc1cccc(N2CC(O)(c3ccc(F)cc3)[N+]3=C2CCCC3)c1 (stereo not given) | -0.1 | -11 | -10 | -0.6
CC(C)(C)c1ccc(-c2nc3ccccc3c(=O)n2NC(=O)c2cccnc2)cc1 | -0.1 | 83* | 10 | 1.0
C/C(=C\C(=O)c1ccc(Cl)cc1)NCCCc1[nH]nc(N)c1C#N | 0.2 | -20 | 21 | -0.4

Compound profiles (already shown):
O=C(Nc1ccc(O)c(-c2nc3ccccc3s2)c1)c1ccc(Cl)cc1 as listed: FBW7 activator: 0.2; TEAD-YAP block: 3; MITF primary: 8; GPR151 ag: 0.1
O=C1C=CC(Nc2ccc([N+](=O)[O-])cc2)C1Nc1ccc([N+](=O)[O-])cc1 (stereo not given) as listed: FBW7 activator: -0.2; TEAD-YAP block: -3; MITF primary: 1; GPR151 ag: -0.5
Cc1cccc(N2CCN(C(=S)c3ccc(N(C)C)cc3)CC2)c1 as listed: FBW7 activator: -0.1; TEAD-YAP block: 7; MITF primary: -4; GPR151 ag: 0.3
